p53null 32C kill = selectivity test: cytotoxicity in p53 null cells, permissive temperature. H1299-neo p53 null cells, ATP luminescence, 24 h, 32C. Potency, µM (series often up to 46.1 µM), inactives show at the top dose activity change, negative = cytotoxicity, usual class: cytotoxic. 55,000 tested, 0.62% active; active = well fitted cell-killing curve with a large enough effect; inconclusive = small, poorly fitted or top-dose-only effect; inactive = no such curve, though single readings can be large or run the other way;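 note: 0% = DMSO only and -100% = full killing by 100 µM tamoxifen; nearly all actives have a fitted effect of over 55% in size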
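AC50 values derive from Hill modelling of qHTS concentration-response data (up to 46 uM) in H1299-neo cells. Cells were treated 24 h at 32C following overnight attachment at 37C; viability was read as cellular ATP.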
An asterisk follows results filed as active; ? = inconclusive; [ ] = remark or other dose. Potency is the fitted concentration of half-maximal effect. A portion of the library; the hit share may differ from the screen's.

> CC1CCC(C(C)C)C(OC(=O)Cn2c(-c3ccccc3)[n+](C)c3ccccc32)C1 (stereo unspecified)
  p53null 32C kill: ?

> Cc1nn(-c2ccccc2)c(N2CCCC2)c1/C=N/NC(=S)Nc1cc(C(F)(F)F)ccc1Cl
  p53null 32C kill: -29.0%

> COc1ccc(C(NC(C)=O)c2c(O)ccc3ccccc23)cc1OC (stereo unspecified)
  p53null 32C kill: 4.9%

> CCc1nc(C)ccc1OC(=O)C12CC3CC(CC(C3)C1)C2
  p53null 32C kill: ?

> O=C(Nc1ccccc1)/C(=C/c1cccc(Br)c1)NC(=O)c1ccco1
  p53null 32C kill: 2.4%

> COc1ccc(C(CC(=O)Nc2cc([N+](=O)[O-])ccc2OC)c2ccccc2)cc1 (stereo unspecified)
  p53null 32C kill: -27.5%

> Cc1cccc(NC(=O)/C(=C\c2ccc([N+](=O)[O-])o2)NC(=O)c2ccc(Cl)cc2)c1
  p53null 32C kill: -2.1%

> Cc1nc(Nc2ccc(Cl)cc2Cl)sc1C(=O)Nc1ccccc1
  p53null 32C kill: -3.6%

> O=C(/C=C/c1ccc(Cl)cc1)N1CCN(c2ccc([N+](=O)[O-])c(N3CCOCC3)c2)CC1
  p53null 32C kill: 11.6%

> CCOc1ccc(-n2c(N)c(-c3nc4ccccc4n3C)c3nc4ccccc4nc32)cc1
  p53null 32C kill: 6.5%

> Cc1ccc(C(=O)Nc2nnc(SCC(=O)N3CCCc4ccccc43)s2)cc1
  p53null 32C kill: 1.26µM*

> COc1ccc2nc(NC(=O)c3ccc(-c4cccc([N+](=O)[O-])c4)o3)sc2c1
  p53null 32C kill: ?

> CCCNC(=O)OCC12CC3CC(CC(C3)C1)C2
  p53null 32C kill: 5.2%

> NS(=O)(=O)c1ccc(NC(=S)NCc2ccccc2Cl)cc1
  p53null 32C kill: -24.6%

> COc1ccc(NC(=O)c2ccc3nc(-c4ccccc4)c(-c4ccccc4)nc3c2)c(OC)c1
  p53null 32C kill: -3.8%

> COc1cc(/C=C2\SC(N)=NC2=O)ccc1OCC(=O)Nc1ccc(C)cc1
  p53null 32C kill: -5.2%

> CC(C(=O)Nc1sc2c(c1C(=O)NCC1CCCO1)CCC2)N1C(=O)c2ccccc2C1=O (stereo unspecified)
  p53null 32C kill: -5.9%

> O=C(NCCc1ccccn1)c1cc(-c2ccccc2Cl)nc2ccccc12
  p53null 32C kill: -18.7%

> O=C(Nc1nnc(CSCc2ccc(Cl)cc2)s1)c1cccc([N+](=O)[O-])c1
  p53null 32C kill: -18.4%

> CCOc1ccc(C(=O)Nc2ccc(NC(=S)NC(=O)CC)cc2)cc1Cl
  p53null 32C kill: -4.1%

> CC1CCN(CC(O)COCCOc2ccc(Br)cc2)CC1 (stereo unspecified)
  p53null 32C kill: -18.1%

> CN(Cc1ccccc1)C(=O)COC(=O)c1ccc(Cl)c(N)c1
  p53null 32C kill: -9.2%

> CCCCc1ccc(NC(=S)NN2CCOCC2)cc1
  p53null 32C kill: -7.3%

> C/C(=N\NC(=S)Nc1cccc(C)c1)c1cccc(N)c1
  p53null 32C kill: -14.1%

> C=CCn1c(SCC(=O)N2CCc3ccccc3C2)nc2sc(CC)cc2c1=O
  p53null 32C kill: -12.5%

> CN(/C(=N/S(=O)(=O)c1cccs1)c1ccccc1)c1ccccc1
  p53null 32C kill: -6.9%

> COC(=O)c1ccc(NC(=O)CSc2nncc3ccc(OC)c(OC)c23)cc1
  p53null 32C kill: -6.3%

> Cc1ccc(-c2ccc(CCC(=O)O)n2NC(N)=S)cc1
  p53null 32C kill: -1.6%

> O=C(CSc1nc2ccccc2n1-c1ccccc1)Nc1ncc(Cl)cc1Cl
  p53null 32C kill: -1.7%

> Nc1nnn(CC(=O)N/N=C/c2cccc3ccccc23)n1
  p53null 32C kill: -8.4%

Quoted from the results shown, 5 compounds:
> CN(/C(=N/S(=O)(=O)c1cccs1)c1ccccc1)c1ccccc1
  p53null 32C kill: -6.9%

> COC(=O)c1ccc(NC(=O)CSc2nncc3ccc(OC)c(OC)c23)cc1
  p53null 32C kill: -6.3%

> Cc1ccc(-c2ccc(CCC(=O)O)n2NC(N)=S)cc1
  p53null 32C kill: -1.6%

> O=C(CSc1nc2ccccc2n1-c1ccccc1)Nc1ncc(Cl)cc1Cl
  p53null 32C kill: -1.7%

> Nc1nnn(CC(=O)N/N=C/c2cccc3ccccc23)n1
  p53null 32C kill: -8.4%

(cont.)
> CCOC(=O)C1CCCN(C(=O)/C=C/c2ccc([N+](=O)[O-])cc2)C1 (stereo unspecified)
  p53null 32C kill: -12.4%

> O=C(/C=C/c1cccc([N+](=O)[O-])c1)Nc1ccc(NC(=O)c2cccs2)cc1
  p53null 32C kill: -3.5%

> COc1cccc(S(=O)(=O)NCc2ccc(C(=O)Nc3ccc(Cl)cc3)cc2)c1
  p53null 32C kill: -18.3%

> Cc1ccc(N(CCCCN2C(=O)c3ccccc3C2=O)C(=O)c2ccc(Cl)s2)cc1
  p53null 32C kill: -9.3%

> COc1ccc(C2(CNC(=O)c3cccc([N+](=O)[O-])c3)CCOCC2)cc1OC
  p53null 32C kill: -8.6%

> COC(=O)c1ccc(COC(=O)C(CCS(C)(=O)=O)N2C(=O)c3ccccc3C2=O)cc1 (stereo unspecified)
  p53null 32C kill: -21.5%

> O=C(CSc1ccc(Cl)cc1)Nc1cc(-c2nc3ncccc3o2)ccc1Cl
  p53null 32C kill: 0.5%

> COc1cccc(C(=O)/C=C/Nc2ccc(S(=O)(=O)Nc3cnc4ccccc4n3)cc2)c1
  p53null 32C kill: -9.3%

> COc1cccc(CN(C(=O)Cc2c[nH]c3ccccc23)C(C(=O)NC2CCCCC2)c2ccc(C)o2)c1 (stereo unspecified)
  p53null 32C kill: 16.5%

> COc1ccc2nc(SCCOC(=O)Nc3ccc(Cl)cc3)nc(C)c2c1
  p53null 32C kill: -19.2%

> COc1ccc(/C=C2/SC(=O)N(CC(=O)Nc3cc(C)on3)C2=O)cc1OC
  p53null 32C kill: -2.3%

> Cc1cc(C(=O)N/N=C/c2ccc(-c3ccccc3Cl)o2)n[nH]1
  p53null 32C kill: 4.2%

> CCCCC(=O)Nc1ccc(C(=O)NNC(=O)c2cccs2)cc1
  p53null 32C kill: -23.1%

> Cc1cc(C)cc(-n2c(N)c(C(=O)Nc3c(C)n(C)n(-c4ccccc4)c3=O)c3nc4ccccc4nc32)c1
  p53null 32C kill: -4.1%

> CCOc1ccc(CN(C)C(C)C(=O)Nc2ccc([N+](=O)[O-])cc2Cl)cc1OC (stereo unspecified)
  p53null 32C kill: -4.4%

> CCOC(=O)C(Cc1ccccc1)C(=O)Nc1ccc(N(CC)CC)cc1 (stereo unspecified)
  p53null 32C kill: 3.7%

> O=C1N=c2ccccc2=C1c1[nH]c(=S)[nH]c1O
  p53null 32C kill: -15.5%

> COCCCNC(=S)NNC(=O)Cn1nc(C)c(Br)c1C
  p53null 32C kill: -10.1%

> CCCC1Cc2c(sc(NC(=S)NC(=O)c3ccccc3)c2C#N)CO1 (stereo unspecified)
  p53null 32C kill: -12.0%

> COc1ccc(C(=O)NC2c3ccccc3-c3ccccc32)cc1
  p53null 32C kill: -16.5%

> COc1ccc(-c2nc3c(c4nnc(SC(C)C(=O)Nc5ccc(C)cc5)n24)COC(C)(C)C3)cc1 (stereo unspecified)
  p53null 32C kill: -3.7%

> Cc1ccc(NC(=S)NC(=O)c2ccc(-c3ccc(Cl)cc3)o2)c(O)c1
  p53null 32C kill: -1.5%

> CCCc1nc2sc3c(=O)n(N)cnc3c2c2c1COC(C)(C)C2
  p53null 32C kill: -0.1%

> CCCCc1nc2sc3c(=O)n(N)cnc3c2c2c1CCCC2
  p53null 32C kill: -12.3%

> Cc1ccc(-n2c(C)cc(/C=C3/C(=N)N4C(c5ccccc5)=CSC4=NC3=O)c2C)cc1
  p53null 32C kill: -16.7%

> CCCCNC(=S)NC1CCCC1
  p53null 32C kill: 1.3%

> CC(=O)c1nc(N2C(=O)CC(Cc3ccc(C)cc3)C2=O)sc1C (stereo unspecified)
  p53null 32C kill: 0.1%

> COc1cc(/C=c2/sc3nc(-c4ccccc4)c(-c4ccccc4)n3c2=O)cc(OC)c1OC
  p53null 32C kill: -2.8%

> CCn1c(SCC(=O)Nc2ccc(Cl)cc2)nc2nc3c(cc2c1=O)CCCC3
  p53null 32C kill: -10.8%

> COc1ccccc1-c1nc2cc3ccccc3cc2nc1-c1ccccc1OC
  p53null 32C kill: -5.0%

> O=C(Nc1nc2c(s1)CCCC2)c1cc(-c2ccc3c(c2)OCO3)nc2ccccc12
  p53null 32C kill: -15.1%

> CC(O)C(NS(=O)(=O)c1ccc(Cl)cc1)C(=O)OCC(=O)N1CCN(c2ccccc2)CC1 (stereo unspecified)
  p53null 32C kill: -16.1%

> O=c1[nH]c2ccc(N/C(=N/S(=O)(=O)c3ccccc3)c3ccccc3)cc2[nH]1
  p53null 32C kill: 1.9%

> Cc1ccc(CSCC(=O)Nc2ccc(F)cc2)cc1
  p53null 32C kill: -1.8%

> CCN(CC)c1ccc(-n2c(O)c(C=C3N=c4ccccc4=N3)sc2=S)cc1
  p53null 32C kill: -3.3%

> CCC(C)c1ccc(NC(=O)COc2c(F)c(F)c(C(F)(F)F)c(F)c2F)cc1 (stereo unspecified)
  p53null 32C kill: -12.2%

> COc1cc(/C=C2/C(=O)NN(c3cccc(C)c3)C2=O)ccc1OC(=O)c1ccco1
  p53null 32C kill: 5.3%

> COc1ccc(CCNC(=O)COC(=O)C23CC4CC(CC(C4)C2)C3)cc1
  p53null 32C kill: 5.5%

> CCOc1cc(/C=N/NC(=O)CSc2nncn2C)ccc1OCc1cccc(C)c1
  p53null 32C kill: 7.2%

> OCCN(CCO)c1ccc(C(c2ccc(Cl)cc2)c2ccc(N(CCO)CCO)cc2Cl)c(Cl)c1
  p53null 32C kill: -2.1%

> O=C(NC(=S)N1CCN(c2ccc(C(F)(F)F)cc2[N+](=O)[O-])CC1)c1cccs1
  p53null 32C kill: ?

> COc1ccc(C(=O)C(OC(=O)c2ccccc2Cl)c2ccccc2)cc1 (stereo unspecified)
  p53null 32C kill: -9.2%

> CCc1cccc(CC)c1NC(=O)c1ccccc1CCc1ccccc1
  p53null 32C kill: -7.6%

> CC(C)Oc1ccc(/C=N/NC(N)=S)cc1
  p53null 32C kill: -1.2%

> COC(=O)CCC(=O)NC(=S)Nc1c(C)cccc1C
  p53null 32C kill: 3.8%

> O=C(N/N=C/c1cccs1)/C(=C/c1ccccc1)NC(=O)c1ccccc1
  p53null 32C kill: -1.5%

> CC1Cc2ccccc2N1C(=O)CSc1nc(-c2ccccc2)cs1 (stereo unspecified)
  p53null 32C kill: -22.6%

> CCCCCCC(=O)NNC(=O)CC(=O)Nc1ccccc1C(=O)O
  p53null 32C kill: 6.1%

> COc1ccc(NC(=O)C23CC4CC(C2)CC(c2ccc(C)cc2)(C4)C3)cc1
  p53null 32C kill: -1.5%

> CC12COC3(C(=O)Nc4ccc([N+](=O)[O-])cc4)CC1CCC32C (stereo unspecified)
  p53null 32C kill: 1.2%

> O=C(COC(=O)C1(c2cccc(F)c2)CCCC1)NCc1ccc2c(c1)OCO2
  p53null 32C kill: ?

> Cc1ccc(C(c2nnnn2C2CCCCC2)N2CCc3ccccc32)cc1 (stereo unspecified)
  p53null 32C kill: -1.2%

> COc1ccc(C)cc1NC(=O)c1ccccc1NS(=O)(=O)c1cccc2cccnc12
  p53null 32C kill: -9.4%

> CCOc1cc(CNCCSc2nnnn2C)cc(Br)c1OCc1ccc(F)cc1
  p53null 32C kill: -22.9%

> Cc1cccc(-n2[nH]c3c4c(ccc3c2=O)C(=O)c2ccccc2C4=O)c1
  p53null 32C kill: 7.5%

> O=C(OCc1c(Cl)cccc1Cl)c1ccncc1
  p53null 32C kill: -13.7%

> CCc1cc2c3c(c1)C1(C(=O)N3C(C)(C)CC2C)C(C#N)=C(N)N2C(=C1C#N)Nc1ccccc12 (stereo unspecified)
  p53null 32C kill: 38.9%[activator]

> Cc1cc(C)nc(N/N=C/c2ccccc2OCc2ccc(Cl)cc2)n1
  p53null 32C kill: -8.8%

> COC(=O)c1sccc1NC(=O)/C=C/c1ccc(Cl)cc1
  p53null 32C kill: 5.6%

> Brc1ccc(-n2c(SCc3nc4ccccc4[nH]3)nnc2-c2ccncc2)cc1
  p53null 32C kill: -10.1%

A different layout for 4 compounds above.
structure | p53null 32C kill
COc1ccc(C)cc1NC(=O)c1ccccc1NS(=O)(=O)c1cccc2cccnc12 | -9.4%
CCOc1cc(CNCCSc2nnnn2C)cc(Br)c1OCc1ccc(F)cc1 | -22.9%
Cc1cccc(-n2[nH]c3c4c(ccc3c2=O)C(=O)c2ccccc2C4=O)c1 | 7.5%
O=C(OCc1c(Cl)cccc1Cl)c1ccncc1 | -13.7%

More structures.
> COc1ccc(C2CC(c3cccs3)=NN2C(=S)Nc2ccccc2)cc1OC (stereo unspecified)
  p53null 32C kill: -6.4%

> CCCCC/C=N\NC(=O)Cc1ccc([N+](=O)[O-])cc1
  p53null 32C kill: -17.3%

> CCSc1nc(-c2ccccc2)c2cc(Cl)ccc2n1
  p53null 32C kill: -1.9%

> COc1ccc(C2=C(Nc3ccccc3)c3ccccc3C2=O)cc1
  p53null 32C kill: -15.8%

> Cc1ccc(NS(=O)(=O)c2ccc(OCC(=O)NCc3ccncc3)cc2)cc1
  p53null 32C kill: -0.9%

> CN(/N=C/c1ccc2c(c1)OCO2)c1ccccc1
  p53null 32C kill: -24.6%

> COc1cc(C(=O)NNC2=NC(C)(C)Cc3cc(C)c(C)cc32)cc(OC)c1OC
  p53null 32C kill: ?

> Nc1nc(SCc2ccc([N+](=O)[O-])cc2)c2ncn(C3OC(CO)C(O)C3O)c2n1 (stereo unspecified)
  p53null 32C kill: -14.3%

> O=C(NCCc1ccccn1)c1cc(-c2ccc(Cl)cc2)nc2ccccc12
  p53null 32C kill: -28.2%

> CCN1C(=O)S/C(=C/c2ccc(Sc3nc4ccccc4[nH]3)o2)C1=O
  p53null 32C kill: -3.5%
